High-throughput results (PubChem)
FBPA coupling cs: counter-screen for Giardia aldolase inhibitors: coupling enzyme system; coupling enzyme system counterscreen, AmpLite Red fluorescence; activity change, negative = inhibition, % at 58.2 µM, hits read low; hit rate 0.67% among 290,000; AID 2472; in the data active = activity change below about -30%; note: % is set by controls: 0 for no effect and ±100 for the full control effect
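Activity here indicates interference with the coupling reaction, not aldolase inhibition. Compounds at 57.5 uM final met coupling enzymes for 10 min at RT; substrate and AmpLite Red detection followed, with a 525/598 nm fluorescence read after 20 min.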
TRPV1 ag: human TRPV1 agonism; TRPV1-expressing cells, Fluo-8 calcium influx, agonist mode; activation, % at 8.33 µM; AID 540275; hit rate 0.19% among 320,000; Q8NER1; in the data active = activation above about 80%; inconclusive = between about 30% and that limit; note: 0% is about no effect
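Fluo-8 calcium influx in TRPV1-expressing cells, kinetic read (ex 480/em 520 nm). Compound added and read 3 min for agonist activity, followed by capsaicin at EC20 final and 2 min further read for enhancement.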
Giardia kill: Giardia lamblia killing. Giardia lamblia trophozoite viability. activity change, % at 7.66 µM, hits read low. hit rate 0.15% among 340,000; in the data active = activity change below about -80%; inconclusive = between about -30% and that limit;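 note: parasites exposed to compound for two days anaerobically before the ATP read; % is set by controls: 0 for no effect and ±100 for the full control effect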
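Viability, read as ATP luminescence: trophozoites at 100 cells/well, compound added, 48 hrs anaerobic at 37 deg C, then 15-30 min room-temperature development before reading.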
CXXC DNA block: blocks binding of human MLL CXXC domain to DNA | AID 2662 | Potency, µM (series often up to 115 µM), for inactives: at the top dose activity change, negative = inhibition, usual class: inhibitors | MLL-CXXC / FITC-HOXA9 DNA fluorescence polarization | hit rate 0.037% among 290,000; active = well fitted inhibition curve with a large enough effect in the polarisation, with a control signal flat, not every such curve was filed as active; inconclusive = small, poorly fitted or top-dose-only effect, or effect the other way, or a change in a side signal; inactive = no such curve, though single readings can be large or run the other way; the % refers to the polarisation; note: potency is the fitted concentration of half-maximal effect
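Steps: dispense CXXC domain solution (7 uM) → pin compounds or unlabeled HOX-A9 DNA control → 5 min ambient → add FLSN-HOX-A9 solution (50 nM) → spin → 30 min ambient → fluorescence polarization. Tris pH 7.5/NaCl/DTT/BSA buffer.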
USP2a block: blocks human ubiquitin-specific protease USP2a. O75604. USP2 core, Ub-CHOP2 coupled fluorogenic reporter, 485/531. Potency, µM (series often up to 38.3 µM), for the others: at the highest dose activity change, negative = inhibition, usual class: inhibitors. hit rate 0.01% among 330,000. AID 463254;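 note: potency is the fitted concentration of half-maximal effect; plate controls were DMSO wells for no effect and full inhibition by NEM control for full effect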
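Deubiquitinase activity read as fluorescence (485/531 nm) after Ub-CHOP2 cleavage activates the enterokinase reporter on its substrate; USP2 core 10nM, Ub-CHOP2 and substrate 25nM each, 30min compound preincubation then 60min RT; data normalized to NEM, curves fitted.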
KCNH2 3.1 inh: KCNH2 3.1 (human) potassium channel inhibition | hit rate 0.95% among 340,000 | activity change, % (tested at about 1.8 µM) | U2OS KCNH2 3.1, thallium flux FluxOr; hits give low values;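 active = maximum activity change below -70%; inconclusive = maximum activity change from -70% to -50%; inactive = maximum activity change above -50%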;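 note: thallium influx rate constant from kinetic fluorescence after stimulation buffer; % is set by controls: 0 for no effect and ±100 for the full control effect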
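U2OS cells transduced with KCNH2 3.1 mutant virus (1.77 x 10^8 /mL, 4 h), plated overnight at 37 C, loaded 45 min with FluxOr dye plus Red40 quencher. Thallium flux rate constant from kinetic reads after stimulation buffer, normalised to controls.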
B2AR arrestin: recruits beta-arrestin to the human beta2-adrenergic receptor; hit rate 0.02% among 330,000; AID 492947; Potency, µM (doses to about 46.1 µM), inactives show at the highest dose activation, most hits filed as activators; P07550; beta-arrestin recruitment to beta2AR, cell-based reporter;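 note: potency is the fitted concentration of half-maximal effect; 0% = DMSO controls and full agonism = EC100 isoproterenol or metaproterenol; nearly all actives have a fitted effect of over 65% in size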
KCNH2 WT inh: inhibitors of human wildtype KCNH2 potassium channel; Q12809; U2OS, BacMam KCNH2, thallium flux FluxOr; hits give low values; activity change, % at 1.84 µM; hit rate 0.37% among 340,000; AID 720551;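 active = maximum activity change below -70%; inconclusive = maximum activity change between -70% and -50%; inactive = maximum activity change above -50%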; note: % is set by controls: 0 for no effect and ±100 for the full control effect
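U2OS cells were transduced with wild-type KCNH2 virus (2.03 x 10^8 / mL) for 4 h at room temperature, then cultured overnight at 37 C. Thallium flux was read with FluxOr dye. Rate constants were normalized to DMSO controls.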
PKM2 activator: increases activity of human pyruvate kinase M2; P14618; purified PKM2, Kinase-Glo ATP luminescence, activation; response scale: 0% is enzyme alone, no compound; hit rate 0.34% among 260,000; AID 1631; Potency, µM (highest dose often 57.5 µM), for inactives: at the top dose activation, actives largely listed as activators; note: potency is the fitted concentration of half-maximal effect; % is set by controls: 0 for no effect and ±100 for the full control effect; nearly all actives have a fitted effect of over 55% in size
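Kinase-Glo luminescence reports ATP generated from ADP (0.1 mM) and PEP (0.5 mM) by purified hPK-M2 after 1 h at room temperature, pH 7.2 imidazole buffer; intermediate enzyme activity allows detecting inhibitors and activators.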
GALK inh: inhibitors of human galactokinase; Purified GALK, Kinase-Glo residual ATP luminescence; hit rate 0.007% among 270,000; Potency, µM (titrated, usually from 57.5 µM), without a hit: at the top dose activity change, negative = inhibition, hits mostly inhibitors; note: potency is the fitted concentration of half-maximal effect; % is set by controls: 0 for no effect and ±100 for the full control effect
Target sequence (P51570 whole entry, looked up): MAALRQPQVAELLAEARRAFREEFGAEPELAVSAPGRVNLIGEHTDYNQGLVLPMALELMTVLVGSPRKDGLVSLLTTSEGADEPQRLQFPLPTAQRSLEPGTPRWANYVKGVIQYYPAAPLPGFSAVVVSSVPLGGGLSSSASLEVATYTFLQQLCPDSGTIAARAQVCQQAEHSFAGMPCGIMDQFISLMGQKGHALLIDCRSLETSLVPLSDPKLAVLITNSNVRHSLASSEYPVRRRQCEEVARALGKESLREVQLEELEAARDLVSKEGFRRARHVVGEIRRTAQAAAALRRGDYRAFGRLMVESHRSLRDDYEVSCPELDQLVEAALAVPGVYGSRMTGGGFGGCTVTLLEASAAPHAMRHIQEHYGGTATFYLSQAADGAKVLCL
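Quantitative HTS: GALK 5 nM, ATP 35 uM, galactose 100 uM, 1 h room temperature, then luciferase-based ATP detection.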
Menin MLL FP TR: inhibitors of human menin-MLL interaction, mutant MLL peptide. O00255. Potency, µM (series often up to 61.6 µM), for inactives: at the top dose FP activity change, negative = inhibition, hits mostly inhibitors. hit rate 0.23% among 270,000. Menin + Texas Red MLL mutant peptide, fluorescence polarization; active = well fitted inhibition curve with a large enough effect in the polarisation, with a control signal flat, not every such curve was filed as active; inconclusive = small, poorly fitted or top-dose-only effect, or effect the other way, or a change in a side signal; inactive = no such curve, though single readings can be large or run the other way; the % refers to the polarisation; note: potency is the fitted concentration of half-maximal effect; % of control where 0% means no effect; many of its hits are not listed in these tables
Target sequence (O00255 whole entry, looked up): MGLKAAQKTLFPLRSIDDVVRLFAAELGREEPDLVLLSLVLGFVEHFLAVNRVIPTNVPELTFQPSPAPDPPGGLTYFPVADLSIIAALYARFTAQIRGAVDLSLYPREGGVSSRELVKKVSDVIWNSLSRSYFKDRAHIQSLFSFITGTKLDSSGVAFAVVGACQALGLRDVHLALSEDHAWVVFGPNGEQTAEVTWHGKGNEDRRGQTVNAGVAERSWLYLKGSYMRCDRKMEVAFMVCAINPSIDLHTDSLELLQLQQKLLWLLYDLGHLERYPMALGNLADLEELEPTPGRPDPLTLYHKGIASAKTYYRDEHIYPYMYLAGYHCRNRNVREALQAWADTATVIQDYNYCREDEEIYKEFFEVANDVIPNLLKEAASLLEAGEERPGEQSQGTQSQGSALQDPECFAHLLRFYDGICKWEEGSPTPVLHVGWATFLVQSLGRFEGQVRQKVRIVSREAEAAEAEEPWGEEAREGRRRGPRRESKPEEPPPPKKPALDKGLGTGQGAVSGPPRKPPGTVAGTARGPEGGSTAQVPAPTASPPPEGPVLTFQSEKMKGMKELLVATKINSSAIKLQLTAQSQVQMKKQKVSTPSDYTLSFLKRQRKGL
Active calls of the source: *; i = inactive; ? = inconclusive; · = no result given; [ ] = remark or other dose. Unless noted, calls come from the whole dose curve; as a rule, active = well fitted curve in the direction sought with a large enough effect; inconclusive = small, poorly fitted or top-dose-only effect, or another doubt; inactive = no such curve, though single readings can be large; an effect the other way counts as inactive or inconclusive. These rows are one share of the data; the hit share may differ from the screen's.

SMILES | FBPA coupling cs | TRPV1 ag | Giardia kill | CXXC DNA block | USP2a block | KCNH2 3.1 inh | B2AR arrestin | KCNH2 WT inh | PKM2 activator | GALK inh | Menin MLL FP TR
Cn1c(CCc2ccccc2)n[nH]c1=S | 0 | -1 | 13 | 2% | -2% | 7 | 0.3% | -7 | 3% | -2% | 2%
Sc1nnc(-c2ccc(Cl)cc2)n1Cc1ccccc1 | · | 0 | -26 | · | 0% | -16 | 1.0% | -4 | · | · | ·
S=c1[nH]nc(CN2CCCC2)n1Cc1ccccc1 | 2 | 2 | -2 | -4% | 2% | -21 | 0.1% | 4 | · | 14% | -10%
COc1cc(C)c(C(C)C)cc1S(=O)(=O)N1CCN(C)CC1 | 0 | 12 | 4 | 3% | 2% | -2 | -0.3% | 8 | -5% | 0% | -15%
Cc1ccc2c(c1)N(C(=O)CCC(=O)NCc1cccc(Cl)c1)CC(C)O2 (stereo unspecified) | 0 | ? | -6 | · | -1% | -1 | 0.4% | -2 | 1% | · | -15%
COc1ccc(OC)c(C2=NOC(C(=O)Nc3cccc(C(C)=O)c3)C2)c1 (stereo unspecified) | 3 | 3 | 3 | -15% | 0% | 9 | 4.7% | 26 | 13% | 1% | -20%
O=C(Cc1ccc(S(=O)(=O)N2CCCC2)s1)NC1CCCCCC1 | 2 | 13 | 27 | 10% | 7% | -24 | 0.0% | 4 | 3% | 0% | 11%
O=C(NNC(=O)c1cccc(-n2cccc2)c1)c1ccc(F)cc1 | · | 8 | 5 | · | -2% | 10 | -0.2% | -2 | · | · | ·
Cn1c2ccc(F)cc2c2ncn(Cc3ccccn3)c(=O)c21 | 3 | 14 | 13 | 4% | 12% | -21 | -0.9% | 4 | 19% | 0% | ·
O=C1C2CC=CCC2C(=O)N1CC1CCCO1 (stereo unspecified) | 4 | 2 | -6 | 0% | 1% | -6 | 0.1% | 2 | 0% | 0% | 10%
O=C(NC1CC1)c1ccc2snnc2c1 | 3 | 0 | -10 | 0% | -2% | -16 | -0.1% | i | 0% | 1% | 12%
Cc1nnc(SCC(=O)NC(=O)NC2CCCC2)n1N | 2 | 3 | 0 | 17% | 5% | 0 | 0.0% | -16 | 2% | 2% | 0%
COc1cccc(NC(=O)COC(=O)CCn2c(C)csc2=O)c1 | · | 2 | 10 | · | 4% | 0 | -0.6% | -25 | · | · | ·
CC(N=C1NS(=O)(=O)c2ccccc21)C(=O)N1CCc2ccccc2C1 (stereo unspecified) | 1 | 0 | -13 | 2% | 2% | 1 | 0.5% | -7 | -4% | 1% | -10%
O=C(CCC(=O)c1ccc(F)cc1)Nc1ccccc1Cl | 0 | 6 | -9 | 9% | -1% | 4 | 0.1% | 2 | 5% | 1% | 14%
COc1ccc(C(=O)NC(=S)Nc2ccc([N+](=O)[O-])cc2C)cc1OC | -1 | 1 | 16 | -3% | 0% | -10 | -0.4% | 3 | 6% | 0% | ?
Cc1nn(-c2ccccc2)c(Cl)c1C(=O)Nc1nnc(C2CCCCC2)s1 | 9 | -3 | 3 | -2% | 3% | -39 | -0.6% | -14 | -4% | -1% | 4%
Cc1onc(-c2c(Cl)cccc2Cl)c1C(=O)N1CCOCC1 | 0 | 1 | 20 | ? | 1% | -4 | 0.3% | 3 | 2% | 11% | -2%
O=C(Nc1ccccc1)C1=C[C@H](c2ccc(C(F)(F)F)cc2)C[C@H](OCc2ccc(CO)cc2)O1 | -1 | -1 | 2 | 16% | -7% | 3 | -0.1% | -1 | -5% | 0% | ·
COc1ccc(OC)c(NC(=O)C(=O)NNC(=O)c2cccs2)c1 | -1 | 1 | -9 | ? | 3% | -10 | -0.5% | -21 | -10% | 3% | 2%

Limited to CXXC DNA block and Giardia kill (4 entries from above):
| structure | CXXC DNA block | Giardia kill |
| --- | --- | --- |
| O=C1C2CC=CCC2C(=O)N1CC1CCCO1 (stereo unspecified) | 0% | -6 |
| O=C(NC1CC1)c1ccc2snnc2c1 | 0% | -10 |
| Cc1nnc(SCC(=O)NC(=O)NC2CCCC2)n1N | 17% | 0 |
| COc1cccc(NC(=O)COC(=O)CCn2c(C)csc2=O)c1 | · | 10 |

For convenience, part of the list above.
SMILES | FBPA coupling cs | TRPV1 ag | Giardia kill | CXXC DNA block | USP2a block | KCNH2 3.1 inh | B2AR arrestin | KCNH2 WT inh | PKM2 activator | GALK inh | Menin MLL FP TR
Cn1c(CCc2ccccc2)n[nH]c1=S | 0 | -1 | 13 | 2% | -2% | 7 | 0.3% | -7 | 3% | -2% | 2%
Sc1nnc(-c2ccc(Cl)cc2)n1Cc1ccccc1 | · | 0 | -26 | · | 0% | -16 | 1.0% | -4 | · | · | ·

(list continues)
SMILES | FBPA coupling cs | TRPV1 ag | Giardia kill | CXXC DNA block | USP2a block | KCNH2 3.1 inh | B2AR arrestin | KCNH2 WT inh | PKM2 activator | GALK inh | Menin MLL FP TR
CNC(=O)Nc1ccc2nc(C)sc2c1 | 0 | -4 | -4 | -11% | -6% | -6 | -0.5% | -3 | -8% | 7% | -9%
CCCNS(=O)(=O)c1ccc(NC(=O)Cc2cccs2)cc1 | 1 | 2 | 11 | -6% | -1% | -1 | 0.0% | 1 | 8% | 0% | 15%
O=C(CSc1nnc(-c2cccc(S(=O)(=O)N3CCCC3)c2)n1-c1ccccc1)Nc1ccc(C(=O)O)cc1 | -2 | 1 | -23 | -4% | 2% | 18 | -0.4% | 0 | 15% | 4% | 14%
CC(=O)n1nc(-c2ccccc2)nc1NCc1ccc(N(C)C)cc1 | 2 | 6 | -5 | 2% | 0% | -7 | 0.0% | -2 | 0% | -1% | -2%
O=C1c2ccccc2-c2onc3c(Oc4ccccc4)cc(O)c1c23 | -2 | -3 | · | 7% | 4% | · | -0.2% | · | -8% | -3% | ·
CC(C)(C)C(=O)Nc1ccc2c(c1)-c1cc(NC(=O)C(C)(C)C)ccc1C2 | 0 | 1 | -14 | 8% | 1% | -5 | -0.9% | · | -6% | 1% | -4%
Cc1nc(-c2cccc(S(=O)(=O)N3CCC(C)CC3)c2)cs1 | -3 | 19 | -14 | 2% | 1% | -1 | 0.0% | -11 | -15% | -2% | -4%
COc1ccccc1C1CC(=O)n2c(nc(-c3ccccc3)c2-c2ccccc2)S1 (stereo unspecified) | 0 | 3 | 3 | -2% | 1% | -2 | -0.6% | 15 | -10% | 3% | -29%
CCOC(=O)[C@@H]1[C@H]2COc3cc(OC)ccc3[C@@H]2N2C(=O)N(c3ccc(Br)cc3)C(=O)[C@@]12C | -4 | -4 | -4 | 8% | -5% | 3 | 0.4% | -10 | -1% | · | 38%[activator]
Cc1ccc(CCNC(=O)C2CCCN(C(=O)N(C)C)C2)cc1 (stereo unspecified) | 6 | -7 | -7 | 12% | 3% | -22 | -0.1% | 1 | -6% | 1% | -4%
CS(=O)(=O)N1CCN(c2ccccc2NC(=O)c2ccc(Br)o2)CC1 | 24 | 1 | 34[activator] | -18% | 1% | -7 | 0.6% | -3 | 2% | -1% | -23%
Oc1ccc2ccccc2c1CN1CCN(c2ccccc2)CC1 | -3 | -3 | 3 | 19% | 4% | -13 | 0.0% | -4 | -5% | -3% | ·
C=CCN(CC=C)C(=O)Cc1ccc(F)cc1 | 3 | 4 | 12 | -1% | -2% | 4 | 0.3% | -5 | 10% | 0% | -13%
COC(=O)C(C)(C)ONC(=O)Nc1ccccc1Cl | -4 | 5 | -7 | 5% | 1% | 0 | -0.1% | 3 | 8% | 14% | 0%
COc1ccc(S(=O)(=O)c2c(O)c3ccc(C(=O)Nc4ccccc4)cc3[nH]c2=O)cc1 | 13 | 1 | 26 | 12% | 1% | 1 | -0.2% | -13 | 1%[0.46 µM] | -16% | ?
CC(=O)C12CCCCC1CC1C3CC(C)C4(O)CC(=O)CCC4(C)C3CCC12C (stereo unspecified) | 3 | 0 | 2 | -7% | 3% | -16 | -0.4% | 1 | · | -1% | ?
O=C(CSc1ncccn1)NCc1ccccc1Cl | 0 | 1 | -16 | 7% | 2% | -14 | -0.2% | 21 | -11% | 0% | -26%
COC(=O)CCSCC(=O)N1N=C(c2ccc(Br)cc2)CC1c1cccc(OC)c1OC (stereo unspecified) | 0 | 3 | -15 | 17% | 6% | -15 | 0.4% | -4 | · | 1% | -11%
Cc1cc(Br)ccc1OCC(=O)NC1CCCC1 | -1 | 25 | -11 | -1% | 1% | -26 | -0.8% | 4 | -1% | -2% | -16%
